# USP1-UAF1 inh – inhibitors of human USP1/UAF1 deubiquitinase. O94782. recombinant USP1/UAF1, Ub-Rhodamine cleavage fluorescence. Potency, µM (highest dose often 57.1 µM), inactives show top-dose activity change, negative = inhibition, most hits filed as inhibitors. 0.23% of 390,000 active. AID 743255; also: potency is read from the fitted curve at half-maximal effect; % is scaled to controls: 0 for no effect and ±100 for the full control effect; nearly all actives have a fitted effect of over 60% in size; inactives centre near -12
#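 USP1/UAF1 complex (1 nM) preincubated 15 min at room temperature with compound, then Ub-Rho substrate (150 nM final) added. Kinetic fluorescence at 480/540 nm over 6 reads at 60 s intervals; 50 mM HEPES pH 7.8, 0.5 mM EDTA, 0.1 mg/ml BSA, 1 mM TCEP, 0.01% Tween-20.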
# Tb PGK inh – T. brucei PGK inhibition | P07378 | PGK/GAPDH coupled, Kinase-Glo luminescence, 60 min | Potency, µM (top dose mostly 57.5 µM), without a hit: top-dose activity change, negative = inhibition, most hits filed as inhibitors | 0.043% of 380,000 active | AID 602233; also: potency is read from the fitted curve at half-maximal effect; % is scaled to controls: 0 for no effect and ±100 for the full control effect; nearly all actives have a fitted effect of over 60% in size
#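 Recombinant glycosomal PGK reaction used 1,3-bisphosphoglycerate generated in-well by GAPDH (100nM final) in 100mM TEA pH 7.6, 5mM MgCl2, 0.01% Tween-20. After 60 minutes at room temperature, ATP was read by Kinase-Glo Plus luminescence end-point.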
# mIDH1 inhibitor – human IDH1 R132H inhibition; O75874; IDH1-R132H enzyme, NADPH consumption, diaphorase/resazurin fluorescence; Potency, µM (titrated, usually from 76.6 µM), without a hit: at the highest dose activity change, negative = inhibition, usual class: inhibitors; 0.093% of 390,000 active; also: potency is read from the fitted curve at half-maximal effect; % is scaled to controls: 0 for no effect and ±100 for the full control effect; nearly all actives have a fitted effect of over 65% in size
# Target sequence (O75874 whole entry R132H, stated change not applied): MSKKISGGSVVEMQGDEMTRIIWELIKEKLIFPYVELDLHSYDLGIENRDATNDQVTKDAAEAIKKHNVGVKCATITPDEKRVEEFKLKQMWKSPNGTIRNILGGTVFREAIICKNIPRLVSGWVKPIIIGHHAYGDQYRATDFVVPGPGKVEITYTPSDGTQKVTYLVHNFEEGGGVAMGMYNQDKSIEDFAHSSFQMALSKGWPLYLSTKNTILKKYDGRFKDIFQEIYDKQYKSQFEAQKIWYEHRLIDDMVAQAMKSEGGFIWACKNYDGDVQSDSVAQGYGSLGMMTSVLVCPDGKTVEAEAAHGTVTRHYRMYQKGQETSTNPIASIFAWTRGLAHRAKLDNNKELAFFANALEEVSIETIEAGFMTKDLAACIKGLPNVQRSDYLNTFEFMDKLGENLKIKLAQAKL
#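 IDH1-R132H (0.5 ug/mL) preincubated 30 min with compound, then NADPH (0.016 mM) and alpha-KG (2 mM) added; 80 min at RT, pH 7.5. Remaining NADPH coupled via diaphorase/resazurin to fluorescence (540/590 nm); concentration-response curves normalized to no-enzyme control.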
# Pin1 inhibitor – human Pin1 inhibition | Q13526 | Pin1 FP peptide displacement, HiFluor488, 10 min | Potency, µM (highest dose often 115 µM), without a hit: at the top dose activity, negative = inhibition, hits mostly inhibitors | 0.009% of 390,000 active | AID 504891; active = well fitted inhibition curve with a large enough effect in the polarisation, with a control signal flat, not every such curve was filed as active; inconclusive = small, poorly fitted or top-dose-only effect, or effect the other way, or a change in a side signal; inactive = no such curve, though single readings can be large or run the other way; the % refers to the polarisation; also: potency is read from the fitted curve at half-maximal effect; % is scaled to controls: 0 for no effect and ±100 for the full control effect
# Target sequence (Q13526 whole entry, looked up): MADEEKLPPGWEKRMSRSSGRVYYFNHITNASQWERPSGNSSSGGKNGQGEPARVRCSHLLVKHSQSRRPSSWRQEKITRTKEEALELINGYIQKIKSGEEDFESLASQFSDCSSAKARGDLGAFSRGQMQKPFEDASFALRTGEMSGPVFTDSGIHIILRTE
# TrxR1 inh – rat TrxR1 inhibition | Potency, µM (series often up to 114 µM), for the others: at the highest dose activity change, negative = inhibition, usual class: inhibitors | recombinant rTrxR1, NADPH fluorescence consumption, selenite substrate | AID 588453 | 1% of 390,000 active; also: potency is read from the fitted curve at half-maximal effect; % is scaled to controls: 0 for no effect and ±100 for the full control effect; nearly all actives have a fitted effect of over 65% in size
#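 Rat TrxR1 (90 nM in the dispensed reagent) was pre-reduced with 400 uM NADPH for 5 min at room temperature, then incubated with compound for 15 min. After 400 uM selenite was added, NADPH fluorescence (Ex 340/Em 450 nm) was followed for 8 min.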
# HP1b chromo inh – blocks HP1-beta chromodomain binding to methylated histone tails; P83916; AlphaScreen HP1-beta / biotin-H3K9me3 peptide binding; Potency, µM (doses to about 114 µM), for the others: top-dose activity change, negative = inhibition, usual class: inhibitors; 0.56% of 390,000 active; AID 540317; also: potency is read from the fitted curve at half-maximal effect; nearly all actives have a fitted effect of over 70% in size; inactives centre near 23
#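 Compound inhibition of the preformed complex between 50 nM HP1-beta and 50 nM biotinylated H3K9me3 peptide was read by AlphaScreen. Buffer was PBS pH 7.4 with 0.01% Tween-20. Incubations ran 30 min at room temperature, with 10 ug/mL donor/acceptor beads.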
# PI4K2A inh – blocks human PI4K2A kinase activity; purified PI4K2A, ADP-Glo luminescence, 1 h; stronger effect = lower value; AID 1346378; activity change, negative = inhibition, % at 76.9 µM; 0.13% of 420,000 active; Q9BTU6; in the data active = activity change below about -50%; inconclusive = mostly about -30% to -49%;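 also: -100% = wells without enzyme as full effect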
# Target sequence (Q9BTU6 whole entry, looked up): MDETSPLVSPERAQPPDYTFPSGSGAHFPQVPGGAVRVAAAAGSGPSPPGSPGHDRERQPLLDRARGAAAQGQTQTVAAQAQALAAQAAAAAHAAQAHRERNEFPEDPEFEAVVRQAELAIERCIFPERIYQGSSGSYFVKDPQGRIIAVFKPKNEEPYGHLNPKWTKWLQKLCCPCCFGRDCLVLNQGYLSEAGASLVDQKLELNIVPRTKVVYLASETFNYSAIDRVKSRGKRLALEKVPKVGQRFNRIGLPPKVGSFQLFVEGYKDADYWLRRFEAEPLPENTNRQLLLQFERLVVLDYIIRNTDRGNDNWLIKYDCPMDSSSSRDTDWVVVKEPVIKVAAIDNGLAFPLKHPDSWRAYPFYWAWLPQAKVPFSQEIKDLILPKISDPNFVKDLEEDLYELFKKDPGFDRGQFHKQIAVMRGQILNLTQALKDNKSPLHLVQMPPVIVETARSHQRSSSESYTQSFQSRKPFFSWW
#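 PI4K2A activity was measured by ADP-Glo luminescence: enzyme (4 ug/mL stock) and phosphatidylinositol (1.2 mM stock) in Tris pH 7.5/MgCl2/EGTA/Triton X-100 buffer were reacted with ATP (300 microM stock) for one hour at ambient temperature.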
# TrxR1 substrate – is turned over as a substrate by rat TrxR1; O89049; Potency, µM (series often up to 114 µM), inactives show at the top dose activity change, negative = substrate turnover; purified TrxR1 substrate turnover, NADPH consumption readout; 0.01% of 390,000 active; AID 588456; also: potency is read from the fitted curve at half-maximal effect; % is scaled to controls: 0 for no effect and ±100 for the full control effect; nearly all actives have a fitted effect of over 50% in size
#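 Rat TrxR1, dispensed at 90 nM, was prereduced with 400 uM NADPH (final) for 5 min at ~22 deg C, then incubated with compound 15 min before 400 uM selenite. A first-read NADPH fluorescence drop versus no-compound background flagged substrates.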
# GLS inhibitor – inhibitors of human glutaminase (GLS) | AID 624170 | 0.21% of 410,000 active | O94925 | Potency, µM (highest dose often 45.5 µM), for the others: top-dose activity change, negative = inhibition, hits mostly inhibitors | GLS enzymatic activity, qHTS titration; also: potency is read from the fitted curve at half-maximal effect; % is scaled to controls: 0 for no effect and ±100 for the full control effect
#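 Human kidney-isoform GLS in 45 mM KH2PO4 pH 8.2, 0.02% Tween-20, with compound, started with 1mM L-Glutamine (added stock). Glutamate oxidase/HRP/Amplex red coupled fluorescence read at start and after 30 min at RT.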
# * marks the source's active call; other numbers are inactive results; i = inactive; u = inconclusive; x = not tested or not shown; [ ] = another dose, or the depositor's remark. Unless noted, calls follow the shape of the dose curve; as a rule, active = well fitted curve in the direction sought with a large enough effect; inconclusive = small, poorly fitted or top-dose-only effect, or another doubt; inactive = no such curve, though single readings can be large; an effect the other way counts as inactive or inconclusive. A portion of the library (hit frequency here may not be typical).
SMILES,USP1-UAF1 inh,Tb PGK inh,mIDH1 inhibitor,Pin1 inhibitor,TrxR1 inh,HP1b chromo inh,PI4K2A inh,TrxR1 substrate,GLS inhibitor
CCOc1ccc(CCNC(=O)CCc2cn(Cc3ccccc3F)c3ccccc23)cc1OCC,-20%,-9%,-6%,36%[activator],15%,34%,-2,-3%,5%
COc1cc(NC(=O)C2CCN(c3nc4ccccc4nc3C(F)(F)F)CC2)cc(OC)c1,-19%,3%,0%,1%,24%[57.1 µM],30%,-2,3%[57.1 µM],-3%
CC1=C(C(N)=O)C(c2cccnc2)n2nc(-c3cccc(C)c3)nc2N1 (centres undefined),-14%,-2%,1%,1%,9%[57.1 µM],-12%,3,4%,6%
COc1ccc(NC(=O)/C(C#N)=C/c2ccc(OCc3cc(=O)n4nc(C)sc4n3)cc2)cc1,-10%,-2%,17%,u,-5%,34%,-6,-1%,5%
COC(=O)c1ccc(NC(=O)CSc2nccn2Cc2ccc(Cl)cc2)cc1,-16%,8%,-19%,u,14%[57.1 µM],-12%[57 µM],2,-1%[57.1 µM],-3%
CN1N=C(C(=O)NC2CCCc3c2cnn3-c2ccc(F)cc2F)CCC1=O (centres undefined),-8%,-3%,3%,-8%,7%,45%[activator],2,-1%,-3%
Cc1cc(NC(=O)C(C)SCC(=O)N(C)CC(=O)Nc2ccc(F)cc2)no1 (centres undefined),-28%,5%,-5%,1%,-5%,23%,0,-8%,-2%
CCOC(=O)c1ccc(NC(=O)Cn2cc3c(n2)CCC(C)C3)cc1 (centres undefined),-4%,1%,-2%,7%,19%,44%[activator],0,-4%,0%
CCC(=O)Nc1ccccc1-c1nc2ccccc2n(C(CC)C(=O)Nc2cccc(C(C)=O)c2)c1=O (centres undefined),-11%,-10%,10%,16%,-1%,56%[activator],0,8%,9%
CCOC(=O)N1CCN(C(=S)Nc2ccc3nc(N4CCN(CC)CC4)cc(C)c3c2)CC1,-6%,1%,-2%,5%,1%,-2%,-1,10%,31%[activator]
Cc1ccc(S(=O)(=O)CC(=O)Nc2sc3c(c2C#N)CCCC3)cc1,-28%,10%,-13%,-8%,17%[57.1 µM],18%,-1,0%[57.1 µM],-14%
COc1ccc(CNS(=O)(=O)c2ccc(F)c(C(=O)Nc3ccc(OC)cc3)c2)cc1,-9%,4%,4%,3%,0%,52%[activator],1,1%,1%
COc1ccc2[nH]cc(CCCN3C(=O)c4ccccc4C3=O)c2c1,-4%,-6%,-6%,-9%,2%,u,1,-9%,10%
OCc1c[nH]c(=S)n1CCOc1cccc(C(F)(F)F)c1,-3%,x,-2%,-3%,2%,16%,0,-4%,-25%
O=C(CSc1nnc(CNC(=O)c2cccc(C(F)(F)F)c2)o1)NCC1CCCO1 (centres undefined),-15%,6%,2%,0%,19%,20%,2,10%,10%
COc1ccccc1NC(=O)c1sc2ncn(Cc3ccccc3C)c(=O)c2c1C,-7%,-8%,2%,1%,2%,20%,-5,24%,16%
Cc1ccc(S(=O)(=O)Nc2ncnc3sc(C)c(C)c23)cc1,-21%,i,3%,0%,-6%,18%,1,-3%,12%
Fc1cccc(Nc2ncnc3sccc23)c1,-24%,-3%,-12%,7%,24%[57.1 µM],24%,0,-1%[57.1 µM],-6%
FC(F)(F)c1nc(NCC2CCCO2)c2nnn(Cc3ccccc3Cl)c2n1 (centres undefined),-1%,6%,3%,4%,-6%,30%,0,-9%,0%
CC(c1nnc(SCC(=O)N2CC(=O)Nc3ccccc32)n1Cc1ccccc1)N(C)C (centres undefined),-11%,5%,0%,5%,-10%[57.1 µM],20%,-5,9%[57.1 µM],0%
O=C(N/N=C\c1ccc(F)cc1)c1ccc(Cn2cc(Br)c([N+](=O)[O-])n2)o1,-9%,-9%,6%,12%,-12%,19%,2,-5%,-4%
COc1ccc(N(CC(O)Cn2c3ccccc3c3ccccc32)S(=O)(=O)c2ccccc2)cc1 (centres undefined),2%,-4%,3%,u,19%[57.1 µM],5%,-4,10%[57.1 µM],-2%
CC1(C)c2[nH]c3ccccc3c2C[C@@H]2C(=O)N(Cc3ccccc3Cl)C(=O)N21,x,0%,x,15%,-20%,32%,0,-11%,-8%
CCN(CC)CCOC(=O)c1ccc(N=CC2=C(O)CC(C)(C)CC2=O)cc1,-26%,i,16%,-7%,0%,41%[activator],7,-12%,5%
CCN(CC)S(=O)(=O)c1ccc(N2CCN(C)CC2)c(NC(=O)Nc2ccccc2F)c1,-11%,1%,-1%,2%,-7%[57.1 µM],13%,1,4%[57.1 µM],-1%
COc1cc(C(O)c2nc3ccccc3s2)cc(OC)c1OC (centres undefined),-19%,i,17%,3%,11%,18%,0,-3%,0%
O=c1c2ccccc2nc(-c2ccccc2)n1CCCN1CCOCC1,-6%,-4%,-4%,7%,10%,24%,4,-3%,4%
CCOc1ccccc1NC(=O)Nc1ccc2nc(N3CCN(C)CC3)cc(C)c2c1,u,-7%,1%,-3%,17%,11%,0,28%,17%
COc1ccc(C(CNC(=O)CCNS(=O)(=O)c2ccccc2C(F)(F)F)N2CCOCC2)cc1 (centres undefined),-10%,-1%,-9%,-8%,3%[57.1 µM],52%[activator],4,3%[57.1 µM],-1%
CC(=O)c1sc(NC(=O)c2cc(=O)c3ccccc3o2)nc1C,-21%,6%,-1%,0%,-5%[57.1 µM],31%,-1,-4%[57.1 µM],u
CN1CCN(NC(=O)c2ccc(Br)s2)CC1,-11%,-9%,-3%,-11%,1%,9%,-2,-1%,42%[activator]
CCOC(=O)c1ccc(N2C(=O)c3[nH]nc(-c4ccc(C)cc4)c3C2c2cccs2)cc1 (centres undefined),-19%,i,-4%,11%,15%,7%,-1,-3%,11%
O=S(=O)(Cc1nnnn1-c1ccccc1)c1ccc(Cl)cc1,-8%,15%,4%,2%,-3%,22%,1,1%,11%
COc1ccc(-n2c3c(cc(C(=O)Nc4ccc(C)cc4)c2=O)C(=O)CCC3)cc1,4%,0%,2%,-27%,-3%[57.1 µM],26%,4,1%[57.1 µM],3%
Cn1nc(-c2ccc(N3CCOCC3)c(NS(=O)(=O)c3ccccc3)c2)c2ccccc2c1=O,-3%,i,-5%,-10%,8%,15%,0,10%,23%
COc1ccc(-n2c(C)cc(/C=C3\SC(=S)NC3=O)c2C)cc1,-5%,-5%,3%,u,-14%,9%,0,-2%,-1%
Clc1ccc(-c2nnc(-c3cccc4ccccc34)o2)cc1Cl,-4%,13%,-8%,-4%,26%[57.1 µM],29%,3,11%[57.1 µM],4%
CCN1CCN(C(=O)N(c2ccccc2)c2ccccc2)CC1,-12%,0%,8%,-8%,36%,19%,-1,10%,-6%
Cc1cccc(N2O[C@H]3C=CC2CCCC3)n1,-18%,0%,-7%,-4%,13%,29%,-2,4%,0%
O=C(CSc1nc2c([nH]c3ccccc32)c(=O)n1-c1ccccc1)N1CCCCC1,-15%,5%,-5%,2%,24%[57.1 µM],20%[57 µM],-2,0%[57.1 µM],-24%
CCOc1ccc(S(=O)(=O)N2CCCC(C(=O)NC3CC3)C2)cc1Cl (centres undefined),-5%,-10%,7%,3%,4%,13%,1,-4%,-1%
CC(C)(C)c1cnnn1-c1ccc(NC(=O)c2ccc(Br)o2)cc1,-4%,-9%,-2%,-3%,-16%,21%,3,-12%,4%
Cc1ccc(S(=O)(=O)NCc2ccncc2)cc1C,-9%,-1%,-13%,10%,4%,28%,-2,-2%,15%
N#CCN(CC#N)C(=O)C1c2ccccc2Oc2ccccc21,-12%,4%,-9%,7%,-1%,14%,2,-5%,65%[activator]
Cc1c(C(=O)N2CCC3(CC2)CC(=O)c2ccccc2O3)cccc1[N+](=O)[O-],-11%,-1%,1%,1%,-2%,60%[activator],2,11%,-1%
O=C(CN1C(=O)C2CC=CCC2C1=O)NCc1cccs1 (centres undefined),-15%,-11%,-3%,1%,23%[57.1 µM],-3%,0,0%[57.1 µM],-7%
O=C(O)CCc1n[nH]c(=S)[nH]c1=O,-14%,i,-8%,3%,-9%,29%,-3,-8%,1%
CS(=O)(=O)N1CCC(C(=O)NCCc2ccccc2)CC1,u,1%,4%,-5%,15%,11%,-2,10%,12%
COc1ccc(S(=O)(=O)N2CCCN(CCC(=O)Nc3cccc(C(F)(F)F)c3)CC2)cc1,-9%,-11%,2%,4%,-8%,30%,-3,-7%,-5%
Cc1cc(C)n2ncc(C(=O)Nc3ccc(Cl)c(Cl)c3)c2n1,-14%,-2%,1%,4%,-1%[57.1 µM],u,1,0%[57.1 µM],8%
CCOn1c(=O)c(-c2cc(OC)ccc2OC)[n+]([O-])c2ccccc21,-23%,1%,-5%,0%,18%,41%[activator],-1,-2%,-1%

# Source: PubChem BioAssay
